Screening data deposited in PubChem BioAssay by Johns Hopkins Ion Channel Center.
KCNQ2 block – KCNQ2 potassium channel inhibitors, primary screen, cell-based, CHO-K1, FluxOR thallium flux, B-score (AID 2156); B-score at 10 µM; 310,000 compounds, 1.1% hits; 20 min; active compounds read low; Potassium voltage-gated channel subfamily KQT member 2 (Rattus norvegicus), O88943;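 active = fluorescence ratio B-score at most minus 3 library SDs, with starting brightness B-score within 2 library SDs, cut at about -5.5 in these data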
Target sequence (O88943 whole entry, looked up): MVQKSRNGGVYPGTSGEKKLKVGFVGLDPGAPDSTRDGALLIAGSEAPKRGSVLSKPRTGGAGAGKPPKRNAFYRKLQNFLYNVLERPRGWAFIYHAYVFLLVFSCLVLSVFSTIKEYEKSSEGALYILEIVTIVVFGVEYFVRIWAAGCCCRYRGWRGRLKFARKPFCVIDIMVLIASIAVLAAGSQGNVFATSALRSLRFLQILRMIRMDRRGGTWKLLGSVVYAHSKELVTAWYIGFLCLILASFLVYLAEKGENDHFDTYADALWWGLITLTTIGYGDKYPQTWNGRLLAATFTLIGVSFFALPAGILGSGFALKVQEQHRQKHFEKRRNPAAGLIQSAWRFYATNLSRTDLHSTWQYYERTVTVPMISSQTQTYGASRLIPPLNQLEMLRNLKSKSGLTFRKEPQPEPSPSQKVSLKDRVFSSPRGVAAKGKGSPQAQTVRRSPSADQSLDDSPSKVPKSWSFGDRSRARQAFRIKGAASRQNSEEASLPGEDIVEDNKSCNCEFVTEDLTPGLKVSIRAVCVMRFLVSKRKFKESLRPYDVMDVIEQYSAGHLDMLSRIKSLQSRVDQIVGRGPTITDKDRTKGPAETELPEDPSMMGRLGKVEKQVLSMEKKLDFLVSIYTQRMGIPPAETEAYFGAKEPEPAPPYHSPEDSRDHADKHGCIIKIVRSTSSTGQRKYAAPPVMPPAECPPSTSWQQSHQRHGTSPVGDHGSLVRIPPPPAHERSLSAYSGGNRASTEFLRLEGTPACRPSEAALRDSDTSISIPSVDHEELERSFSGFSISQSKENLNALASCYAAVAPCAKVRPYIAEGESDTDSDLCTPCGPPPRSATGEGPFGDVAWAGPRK
CHT block – inhibitors of human choline transporter CHT; High affinity choline transporter 1 (Homo sapiens), Q9GZV3; CHT-expressing cells, membrane potential dye, choline response; active compounds read low; B-score at 10 µM; 310,000 compounds, 0.86% hits; AID 488975, 2010;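 active = B-score over 3 SD under the library average, and starting fluorescence ratio not unusually high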;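 also: choline stimulus applied at its EC90 after an EC20 pre-addition; B-score computed on integrated fluorescence ratio after choline addition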
Starred values were filed as active, the others as inactive; i = inactive; . = not tested or not shown.

KCNQ2 block | CHT block | structure
i | i | CC1CCN(C(=O)CCc2nnc3ccc(N4CCC5(CC4)OCCO5)nn23)CC1
i | i | O=C(CSc1ccccc1F)OCC(=O)N1CCN(C(=O)c2ccco2)CC1
i | i | COc1cc2c(cc1OC)C(C)N(C(=O)c1cc3c(=O)oc4ccc(C)cc4c3s1)CC2 (configuration not stated)
i | i | CC1Oc2ccccc2N(CC(=O)NC2CCCCC2)C1=O (configuration not stated)
i | i | O=C(NCc1ccccc1)c1ccc(S(=O)(=O)N2CCCc3ccccc32)cc1
i | i | O=C(CCc1ccccc1)NCc1ccccn1
i | i | CCCCN(CCCC)Cc1ccc(C(=O)NNC(=O)Nc2ccc(F)cc2)o1
i | i | CCOC(=O)c1cnc(SCC)[nH]c1=O
i | i | CCN(C(=O)C(C)OC(=O)CCCNC(=O)c1ccc(Cl)cc1)c1ccccc1 (configuration not stated)
i | i | CC1(C)Cc2c(cnn2-c2ccc(F)cc2)C(NC(=O)c2ccc(=O)oc2)C1 (configuration not stated)
i | i | COc1ccc([C@@H]2[C@@H]3C(=O)N(C(C)(C)C)C(=O)[C@@H]3[C@]3(Cc4ccccc4)C(=O)N(c4cccc(C)c4)C(=O)N23)cc1
i | i | Cc1[nH]n(-c2ccccc2)c(=O)c1C=Nc1cccc(F)c1
i | i | CC1=C(C(N)=O)C(c2ccncc2)n2nc(-c3ccccc3Cl)nc2N1 (configuration not stated)
i | i | CCNC(=O)c1ccc(NC(=O)CC2SC(N3CCCC3)=NC2=O)cc1 (configuration not stated)
i | i | COc1ccc(NC(=O)N/C=C/c2ccccc2)cc1
i | i | Cc1cccc(C(=O)Nc2ccccc2C(=O)OCC(=O)Nc2ccc(C#N)cc2)c1
i | i | COc1ccc(C(C(=O)NC2CCCC2)N(CCCO)C(=O)Cn2nnc(-c3ccc(C)o3)n2)cc1 (configuration not stated)
i | i | O=[N+]([O-])c1ccc(N/N=C/c2ccccc2)cc1
i | i | O=C(CCNC(=O)c1ccccc1Cl)N/N=C\c1ccc(O)cc1
i | i | CC(C)C(c1nnnn1CC1CCCO1)N1CCN(C2CCCC2)CC1 (configuration not stated)
i | i | COc1cccc(-c2csc(N3CCN(C(=S)Nc4cccc(C)c4)CC3)n2)c1
i | i | CCN1CCCC1Cn1cnc2c([nH]c3ccc(C)cc32)c1=O (configuration not stated)
i | i | O=C(COc1ccccc1)NCc1nnc2c3ccccc3c(-c3ccccc3)nn12
i | i | CCCc1sc(N/N=C/c2ccccn2)nc1-c1ccc(Br)cc1
i | i | COc1ccc(Cn2nnnc2C(c2cccs2)N2CCOCC2)cc1 (configuration not stated)
i | i | CC1CN(C(=S)SCC(=O)c2ccc(Cl)cc2)CC(C)O1 (configuration not stated)
i | i | COc1cc(OC)cc(C(=O)NCC(=O)NC(C)c2ccccc2)c1 (configuration not stated)
i | i | CC(C)Cc1cc(C(=O)Nc2sc3c(c2C#N)CCC3)no1
i | i | CS(=O)(=O)N(CC(=O)N1CCN(c2ccccc2)CC1)c1cccc(Br)c1
i | i | COC(=O)c1cc(S(=O)(=O)NCCc2ccc(SC)cc2)c[nH]1
i | i | O=C(NNC(=O)c1cc2cc3ccccc3nc2s1)c1cccc(C(F)(F)F)c1
. | i | N=c1oc2ccc3ccccc3c2cc1-c1nnc2n1CCCCC2
i | i | N/C(=N\OC(=O)COc1ccccc1)c1ccncc1
i | i | N#Cc1c(Nc2ccccc2C(F)(F)F)s[nH]c1=O
i | i | O=C(CCN1C(=O)/C(=C\c2ccccc2F)SC1=S)N1CCCCC1
i | i | Cc1cc(N2CCCC2)ccc1/C=C1\NC(=S)N(C)C1=O
i | i | Cc1ccc2c(c1)C(c1ccncc1)=NNC(c1ccccc1)=N2
i | i | CCN(C(=O)COC(=O)c1c(NC(C)=O)sc(C)c1C)C1CCS(=O)(=O)C1 (configuration not stated)
i | i | COC(=O)C1=C(C)N(Cc2ccc(C)cc2)C(=O)C1
i | i | COc1ccc(-n2c(=S)[nH]c3cc(C(=O)NCCCN4CCOCC4)ccc3c2=O)c(OC)c1
i | i | CC(=O)Nc1sc(N/N=C\c2ccccc2)nc1-c1cccs1
i | i | CC(NCc1ccc(OCC(N)=O)cc1)C12CC3CC(CC(C3)C1)C2 (configuration not stated)
i | i | C/C(=C\C(=O)Nc1nccs1)c1ccccc1
i | i | Cc1nn(CCC(N)=O)c2nc(-c3cccs3)cc(C(F)(F)F)c12
i | i | Cc1cc(C)n(C(=O)CN2C(=O)COc3ccccc32)n1
i | i | O=C(NCCCn1ccnc1)c1nc(Cn2ccc([N+](=O)[O-])n2)no1
i | i | COc1cccc(OCCOc2c(OC)cccc2OC)c1
i | i | O=C(NC(NC(=S)Nc1ccccc1)C(Cl)(Cl)Cl)c1cccc(Cl)c1 (configuration not stated)
i | i | C=CCn1c(CCNC(=O)c2ccco2)nc2ccccc21
i | -5.7* | CCC(=O)Nc1nnc(S(=O)(=O)N(CC(C)C)c2ccccc2)s1

Further entries:
KCNQ2 block | CHT block | structure
i | i | COc1cc(/C=N/N2C(=O)CSC2=S)ccc1O
i | i | O=C(c1sc2ccccc2c1Cl)N(Cc1ccccc1Cl)C1CCS(=O)(=O)C1 (configuration not stated)
i | i | N#CCC(=O)c1ccccc1Oc1ccc(Cl)cc1
i | i | COc1ccc(NC(=O)COC(=O)c2ccccc2SCC(=O)N2CCCC2)cc1
i | i | COC(=O)c1cnc(Oc2ccc(NC(=O)NC(=O)c3c(F)cccc3Cl)cc2)cc1C(F)(F)F
i | i | C#CCNC(=O)C1=C[C@@H](c2coc3ccccc3c2=O)C[C@@H](OCc2ccc(CO)cc2)O1
i | i | CN(C)CCNC(=O)c1ccc(-c2nn(C)c(=O)c3ccccc23)cc1
i | i | Cc1ccc(C(=O)NCC(=O)NCc2cc(=O)n(C)c(=O)n2C)cc1C
i | i | Cc1ccccc1CN(C)CC(=O)Nc1ccccc1-c1ccccc1
i | i | Cc1cc(=O)[nH]c(/N=C(\N)Nc2ccc3c(c2)OCCO3)n1
i | i | O=C(N[C@@H]1C[C@H]2CC[C@@H]1C2)c1ccco1
i | i | COCCCNC(=O)CN1CCN(Cc2ccccc2Cl)C1=O
i | i | COc1ccc(O[C@H]2C=C[C@@H](c3ccccc3)O[C@@H]2CO/N=C(\C)CCC(=O)OC[C@H]2O[C@H](c3ccccc3)C=C[C@@H]2Oc2ccc(OC)cc2)cc1
i | i | CC(=O)NC1C(=O)N=C(SCC(=O)NCc2ccccc2)NC1=O (configuration not stated)
i | i | CCOC(=O)N1CCN(C(=O)C2CCN(S(=O)(=O)CC)CC2)CC1
i | i | CC(=O)Oc1ccc2ccccc2c1C(NC(=O)Cc1ccccc1)c1ccccc1Cl (configuration not stated)
i | i | O=C(CSc1ncn[nH]1)c1ccco1
i | i | CCOC(=O)N1CCC(NC(=O)c2cccs2)CC1
i | i | Cc1ccsc1/C=C(/C#N)C(=O)NCc1ccccc1
i | i | O=C(CSc1nc(N2CCOCC2)nc(N2CCOCC2)n1)Nc1ccc([N+](=O)[O-])cc1
i | i | FC(F)(F)c1cccc(N2Cc3ccccc3C2)c1
i | i | O=C(c1n[nH]c2ccccc12)N1CCN(S(=O)(=O)c2ccc3ccccc3c2)CC1
i | i | COc1cc(CNC(=O)c2ccccc2NC(=O)C2=C(C)OCCS2)cc(OC)c1OC
i | . | COc1cc2c3c(c1)C1(C(=O)N3C(C)(C)C=C2C)C(C#N)=C(N)Oc2cc(C)oc(=O)c21 (configuration not stated)
i | i | CCOC(=O)C1=C(C)NC(=O)NC1c1ccc2c(c1)OCO2 (configuration not stated)

Of the compounds above, 3 have a nitro group on carbon.
KCNQ2 block | CHT block | structure
i | i | O=[N+]([O-])c1ccc(N/N=C/c2ccccc2)cc1
i | i | O=C(NCCCn1ccnc1)c1nc(Cn2ccc([N+](=O)[O-])n2)no1
i | i | O=C(CSc1nc(N2CCOCC2)nc(N2CCOCC2)n1)Nc1ccc([N+](=O)[O-])cc1

CHT block, hit marks shown above.
KCNQ2 block | CHT block | structure
i | -5.7* | CCC(=O)Nc1nnc(S(=O)(=O)N(CC(C)C)c2ccccc2)s1

Record cards, from the list above.
Listed for CC(=O)Oc1ccc2ccccc2c1C(NC(=O)Cc1ccccc1)c1ccccc1Cl (configuration not stated) = KCNQ2 block = i; CHT block = i
Listed for O=C(c1sc2ccccc2c1Cl)N(Cc1ccccc1Cl)C1CCS(=O)(=O)C1 (configuration not stated) = KCNQ2 block = i; CHT block = i

Further structures follow:
KCNQ2 block | CHT block | structure
i | i | c1cncc(-c2nnc3sc(C4CCCCC4)nn23)c1
i | i | COc1ccc(Br)cc1/C=N/NC(=O)CNC(=O)c1cccnc1
i | i | CCOc1ccc(OCC)c(NS(=O)(=O)c2cccc3nsnc23)c1
i | i | O=C(Nc1ccc(F)c(Cl)c1)C1CC(=O)N(Cc2ccccc2)C1 (configuration not stated)
i | i | COc1ccc(OC)c(Nc2cc(C)nc3ccccc23)c1
i | i | CC(NC(=O)CCc1ccccc1)c1cc2c(cc1Cl)OCCO2 (configuration not stated)
i | i | COCCOC1CCN(C(=O)c2cc(COc3ccc(F)cc3F)on2)CC1
i | i | Cc1cccc(OCC(=O)NCC(=O)N/N=C/c2c(C)[nH]c3ccccc23)c1
i | i | COc1ccc(-c2ccc(CCC(=O)O)n2CC(=O)Nc2cccc(OC)c2)cc1
i | i | Cc1cc(Nc2cccc(Cl)n2)n(-c2ccccc2)n1
i | i | CCn1ccnc1CN1CCCC(CO)(Cc2cccc(OC)c2)C1 (configuration not stated)
i | i | O=[N+]([O-])c1ccc(CNc2cccc(F)c2)s1
i | i | CCNC(=O)CSc1nnc(-c2ccccc2)n1-c1ccc(OCC)cc1
i | i | COCCNCc1nc2sc(C)c(-c3ccccc3)c2c(=O)[nH]1
i | i | COc1c(Br)cc(Br)cc1C(=O)Nc1ccccc1N1CCCC1
i | i | CC(=O)Nc1ccccc1OCC(=O)c1ccc2c(c1)OCO2
i | i | S=C(Nc1ccc(Cl)cc1Cl)NC1CCCCC1
i | i | CCN1CCN(S(=O)(=O)c2ccc(OC)c(NC(=O)c3ccccc3)c2)CC1
i | i | Cc1ccc(S(=O)(=O)CC(=O)Nc2ccc(S(=O)(=O)Nc3onc(C)c3C)cc2)cc1
i | i | COC(=O)C1=C(C)NC(=O)/C1=C\c1cc(C)n(-c2ccccc2C)c1C
i | i | Cc1ccc(Nc2cc(=O)[nH]c(=O)[nH]2)cc1Cl
i | i | CCCCSc1nc(O)c(C2OC(=O)c3c2ccc(OC)c3OC)c(=O)n1-c1ccccc1 (configuration not stated)
i | i | CCOC(=O)CSc1nc2ccc(NC(C)=O)cc2s1
i | i | CCOc1ccc2c(c1)s/c(=N\S(=O)(=O)c1ccc(OC)cc1)n2C(F)F
i | i | CSc1ccccc1C(=O)Nc1ncn[nH]1

2 consecutive entries from above, for reference:
KCNQ2 block | CHT block | structure
i | i | Cc1ccc(Nc2cc(=O)[nH]c(=O)[nH]2)cc1Cl
i | i | CCCCSc1nc(O)c(C2OC(=O)c3c2ccc(OC)c3OC)c(=O)n1-c1ccccc1 (configuration not stated)

The listing continues.
KCNQ2 block | CHT block | structure
i | i | OC(CCc1ccncc1)COc1ccccc1 (configuration not stated)
i | i | Cc1nn(-c2ccccc2)c(C)c1NC(=O)COC(=O)c1ccc(Cl)c(S(N)(=O)=O)c1
i | i | CCn1ccnc1CNC(=O)c1ccc2oc(CCCc3ccccc3)nc2c1
i | i | CC(C)NS(=O)(=O)c1ccc(OCC(=O)NC2CCCCCC2)cc1
i | i | CC(C)(C)c1ccc(C(=O)NCCC(=O)NCc2cccs2)cc1
i | i | CCN(CC)S(=O)(=O)c1ccc(S(=O)(=O)N2CCCC2C(=O)O)cc1 (configuration not stated)
i | i | C=C1CCN(CC(=O)OC)S(=O)(=O)c2ccccc21
i | i | COc1ccc(NC(=O)c2nnn(CC(=O)Nc3ccccc3OC)c2N)c(OC)c1
i | i | COc1ccc(C(=O)Nn2c(C)nc3ccccc3c2=O)cc1Br
i | i | CN(C)S(=O)(=O)c1cccc(NC(=S)N/N=C/C(=O)c2ccccc2)c1
i | i | Cc1ccccc1NC(=S)N1CCN(c2ccccc2)CC1
i | i | Cc1ccc(S(=O)(=O)Nc2c3ccccc3nc(=O)n2-c2ccccc2)cc1
i | i | CCCCn1c(=O)[nH]c(=O)c2c1nc(-c1ccc(OC)c(Br)c1)n2CC(C)C
i | . | NC(=O)c1nsc(C(=O)N(Cc2ccccc2Cl)C(C(=O)NCC2CCCO2)c2ccc(O)cc2)c1N (configuration not stated)
i | i | CC(C)CN(C(=O)c1ccc(N2CCCC2=O)cc1)C1CCS(=O)(=O)C1 (configuration not stated)
i | i | CSc1cc(-c2ccccc2)[nH]c(=O)c1C#N
i | i | COc1cccc(N(CC(=O)NCC2CCCO2)C(=O)CNS(=O)(=O)c2ccccc2)c1 (configuration not stated)
i | i | COc1ccc(S(=O)(=O)Nc2c(O)c3ccccc3oc2=O)cc1
i | i | COC(=O)c1ccccc1NC(=O)CN1CCN(c2ccccn2)CC1
i | i | CCOC(=O)c1sc(NC(=O)c2ccccc2OC)nc1C
i | i | CCCCNC(=S)N1CCN(CC)CC1
i | i | CCN(C(=O)COC(=O)c1ccc(C)c(S(=O)(=O)N2CCCCC2)c1)C1CCS(=O)(=O)C1 (configuration not stated)
i | i | NS(=O)(=O)c1cccc(NC(=O)CSc2nc3ccccc3c(=O)n2CCCN2CCOCC2)c1
